A350 fluor: qHTS Assay for Spectroscopic Profiling in A350 Spectral Region; Compound autofluorescence, 340/450 nm, Alexa 350 dye-equivalents; active compounds read high; max dye-equivalent concentration, M; 11% of 59,000 active; in the data active = max dye-equivalent concentration above about 10 nM; inconclusive = mostly about 1.1 nM to 9.6 nM
GFP derepression: qHTS Assay for Epigenetic Modulators. mouse C127i GFP locus derepression, cytometry, 30 h. 0.09% of 68,000 active. Potency, µM (top dose mostly 46.1 µM), without a hit: at the highest dose GFP derepression (activation). AID 597, 2007; note: % of control where 0% means no effect
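Murine C127i mammary cells carrying a silenced, stably integrated CMV-driven GFP reporter were treated with compound for 30 hours at 37 C. After PBS washes, GFP-positive cells were counted by laser-scanning microplate cytometry.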
CRE Fsk mod: Cell signaling CRE-BLA (Fsk stim). CHO CRE-bla reporter (cAMP response element driving beta-lactamase), forskolin EC10, beta-lactamase ratio. Potency, µM (titrated, usually from 38.2 µM), for inactives: top-dose activity change, negative = inhibition, usual class: activators. 2.5% of 71,000 active. AID 662, 2007; active = well fitted activation curve with a large enough effect in the signal ratio, with a control signal flat, not every such curve was filed as active; inconclusive = small, poorly fitted or top-dose-only effect, or effect the other way, or a change in a side signal; the % refers to the signal ratio; note: potency is the fitted concentration of half-maximal effect; % of control where 0% means no effect
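CRE-bla CHO reporter cells treated with compound titration plus EC10 NKH 477 (water-soluble forskolin), incubated 3 h at 37 °C; CCF4 loading 2 h at room temperature, 460/530 nm emission ratio read, AC50 values derived for positive or negative modulators.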
15-hLO inh: qHTS Assay for Inhibitors of 15-hLO (15-human lipoxygenase); Polyunsaturated fatty acid lipoxygenase ALOX15 (Homo sapiens), P16050; purified 15hLO-1, xylenol orange hydroperoxide absorbance; 1.4% of 74,000 active; Potency, µM (doses to about 57.1 µM), inactives show at the top dose activity change, negative = inhibition, most hits filed as inhibitors; note: potency is the fitted concentration of half-maximal effect; % is set by controls: 0 for no effect and ±100 for the full control effect; nearly all actives have a fitted effect of over 55% in size
Target sequence (P16050 whole entry, looked up): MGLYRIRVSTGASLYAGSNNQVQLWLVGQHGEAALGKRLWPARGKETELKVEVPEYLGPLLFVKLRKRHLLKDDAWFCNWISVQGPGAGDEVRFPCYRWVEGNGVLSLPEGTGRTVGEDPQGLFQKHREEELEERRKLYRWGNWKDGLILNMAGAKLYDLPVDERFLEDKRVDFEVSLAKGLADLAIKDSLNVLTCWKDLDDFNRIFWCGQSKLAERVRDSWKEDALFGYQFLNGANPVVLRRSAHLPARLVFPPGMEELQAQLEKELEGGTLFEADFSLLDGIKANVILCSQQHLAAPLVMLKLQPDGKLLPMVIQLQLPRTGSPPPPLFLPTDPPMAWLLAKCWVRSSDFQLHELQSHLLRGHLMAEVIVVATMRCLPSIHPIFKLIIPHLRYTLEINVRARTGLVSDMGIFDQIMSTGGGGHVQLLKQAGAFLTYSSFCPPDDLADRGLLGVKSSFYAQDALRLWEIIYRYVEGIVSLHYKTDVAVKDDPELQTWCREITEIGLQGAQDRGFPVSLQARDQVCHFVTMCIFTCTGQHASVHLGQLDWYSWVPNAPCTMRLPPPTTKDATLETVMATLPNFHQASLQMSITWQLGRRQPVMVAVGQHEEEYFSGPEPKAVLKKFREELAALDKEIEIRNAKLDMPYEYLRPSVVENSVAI
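Quantitative HTS in 25 mM Hepes pH 7.5 containing 0.01% Triton X-100: human 15hLO-1 at 40 nM, arachidonic acid at 50 uM, 6 min turnover. Product quantified via ferrous oxidation/xylenol orange, 573:405 nm absorbance ratio.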
BRCT inh red: qHTS Assay for Inhibitors of BRCT-Phosphoprotein Interaction (Red Fluorophore). Potency, µM (highest dose often 76.9 µM), for the others: at the highest dose activity change, negative = inhibition, actives largely listed as inhibitors. BRCT-phosphopeptide binding, red fluorescence polarization. Breast cancer type 1 susceptibility protein (Homo sapiens), P38398. 0.03% of 75,000 active; note: % is set by controls: 0 for no effect and ±100 for the full control effect
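Rhodamine-labelled pBACH1 10-mer (100 nM) bound to BRCT domain (100 nM) at pH 7.3; compounds incubated 12 min room temperature, polarization read. Free peptide defines full inhibition; unlabelled decapeptide titrated as control.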
HBB splice mod: qHTS Assay for Modulators of Hemoglobin Beta Chain Splicing; HBB splicing reporter cell assay, activation; EGFP reporter with mutant IVS2-654 intron; response scale: normalised to 500 nM splice-correcting PNA; Potency, µM (titrated, usually from 46.1 µM), inactives show at the highest dose activation, usual class: activators; 0.06% of 65,000 active; AID 925, 2007; note: potency is the fitted concentration of half-maximal effect; 0% is about no effect
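HeLa cells stably expressing EGFP interrupted by mutant beta-globin intron 2 (IVS2-654), 500/well in 2% FCS. Treated with compound for 2 days at 37C. Splicing correction scored as total well GFP intensity (488 nm excitation, 500-520 nm emission); 500 nM antisense PNA served as control.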
BRCT PPI green: qHTS Assay for Inhibitors of BRCT-Phosphoprotein Interaction (Green Fluorophore); Potency, µM (highest dose often 76.9 µM), for the others: at the highest dose activity change, negative = inhibition, hits mostly inhibitors; 0.05% of 75,000 active; BRCA1 BRCT-phosphopeptide binding, green fluorescence polarization; AID 875, 2007;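 note: potency is the fitted concentration of half-maximal effect; plate controls were peptide without protein for full effect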
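Compounds were incubated for 12 min at room temperature with a complex of 100 nM fluorescein-tagged pBACH1 decapeptide and 250 nM His-tagged BRCT protein. Buffer was phosphate pH 7.3 with EDTA, DTT and Tween 20. Disruption of binding lowers the polarization signal.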
UbGFP stabilizer: Ubiquitin-GFP Assay | Ubiquitin-GFP reporter cells, proteasome inhibition, GFP fluorescence; response scale: untreated = 0%, 10 µM MG-132 = 100% | Potency, µM (highest dose often 45.9 µM), for inactives: at the top dose activation (GFP accumulation), most hits filed as activators | 67,000 tested, under 10 active; active = well fitted activation curve with a large enough effect, not every such curve was filed as active; inconclusive = small, poorly fitted or top-dose-only effect, or another doubt; inactive = no such curve, though single readings can be large or run the other way; note: potency is the fitted concentration of half-maximal effect
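Reporter cells (U2OS, ubiquitin-G76V-GFP fusion) are plated overnight, then treated 4 hr at 37 °C with compound titrations from 46 uM down to 2.9 nM. Activity is scaled against untreated cells and 10 uM MG-132.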
Hsp90 Hop PPI: qHTS Assay for Disrupters of an Hsp90 Co-Chaperone Interaction; Potency, µM (series often up to 57 µM), without a hit: top-dose activity change, negative = inhibition; 0.44% of 71,000 active; AlphaScreen TPR2A-His6 binding biotin-Hsp90 C-terminal peptide; Hsp90 C-terminal peptide / TPR2A (Hop) interaction, human; active = well fitted curve in either direction with a large enough effect; inconclusive = small, poorly fitted or top-dose-only effect, or another doubt; note: potency is the fitted concentration of half-maximal effect; % is set by controls: 0 for no effect and ±100 for the full control effect; many of its hits are not listed in these tables
4-MU autofl: qHTS Assay for Spectroscopic Profiling in 4-MU Spectral Region | max dye-equivalent concentration, M | AID 589, 2007 | 11% of 59,000 active | compound autofluorescence, 340/450 nm, 4-MU equivalents; active compounds read high; in the data active = max dye-equivalent concentration above about 10 nM; inconclusive = mostly about 1.1 nM to 9.6 nM
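Compounds in 100 mM Tris, pH 8.0, incubated 15 min at room temperature, then fluorescence read at 340 nm excitation/450 nm emission. Signal converted to 4-MU dye-equivalent concentration using an on-plate six-point 4-MU standard curve.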
Pol III holo inh: qHTS Assay for Inhibitors of DNA Polymerase III Holoenzyme System; reconstituted DNA polymerase III holoenzyme replication, biochemical; Potency, µM (highest dose often 57.1 µM), for inactives: top-dose activity change, negative = inhibition; 0.25% of 71,000 active; note: potency is the fitted concentration of half-maximal effect; % is set by controls: 0 for no effect and ±100 for the full control effect
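Reconstituted *E. coli* holoenzyme (0.35 nM Pol III, 1 nM beta, 154 nM SSB, 2 nM primase) was preincubated with compound for 15 min at RT. Synthesis on 1.4 nM ssM13Gori ran 35 min, then was stopped with PicoGreen/EDTA and read as dsDNA fluorescence.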
Active calls of the source: *; i = inactive; ? = inconclusive; . = not tested or not shown; & = joins results of further samples; [ ] = another dose, or the depositor's remark. Unless noted, calls come from the whole dose curve; as a rule, active = well fitted curve in the direction sought with a large enough effect; inconclusive = small, poorly fitted or top-dose-only effect, or another doubt; inactive = no such curve, though single readings can be large; an effect the other way counts as inactive or inconclusive.

no.	mol	A350 fluor	GFP derepression	CRE Fsk mod	15-hLO inh	BRCT inh red	HBB splice mod	BRCT PPI green	UbGFP stabilizer	Hsp90 Hop PPI	4-MU autofl	Pol III holo inh
1	Cc1c(NC(=O)CSc2nc3ccccc3n2C)c(=O)n(-c2ccccc2)n1C	.	-2%	-2%	9%	0.7%	0.6%	-2.0%	-4%	-3%	.	-2%
2	COc1cc(S(=O)(=O)N2CCN=C2c2ccccc2)ccc1F	i	0%	0%	-3%	0.9%	-2.0%	4.4%	-4%	-2%	i	-3%
3	COc1ccc(-c2noc(-c3ccc(Cl)cc3)n2)cc1	i	0%	-6%	-2%	-0.4%	-0.1%	-2.4%	-6%	7%	i	-3%
4	COc1ccc2cc(S(=O)(=O)N3CCN(C)CC3)ccc2c1	?	-3%	-17%	-5%	0.9%	0.1%	-0.7%	21%	-1%	?	-1%
5	CCOC(=O)c1[nH]c2ccc(OC)cc2c1NC(=O)C(C)N1CCSCC1 (configuration not stated)	1.4e-07M*	2%	15%	3%	0.6%	-3.1%[0.369 µM]	-2.1%	.	-1%	1.1e-07M*	-6%
6	Cc1cc(C)c2[nH]c(=O)c(CN(C(=O)C3CCCO3)C3CCCC3)cc2c1 (configuration not stated)	i	2%	1%	10%	0.7%	.	-0.7%	-4%	-1%	i	-8%
7	COc1ccc(NC2=NCC(=O)N2c2ccccc2F)c(OC)c1	i	-1%	2%	-2%	1.8%	.	-0.1%	-3%	-1%	i	-4%
8	Nc1ccccc1SCc1cn2ccccc2n1	i	1%	-6%	3%	1.5%	-0.1%[57.5 µM]	0.8%	1%	-3%	i	-5%
9	CC(C)(C)C(=O)C(CO)(Oc1ccc(Cl)cc1)n1cncn1 (configuration not stated)	i	1%	-6%	-1%	0.9%	-0.1%[57.5 µM]	-2.9%	-2%	-2%	i	-4%
10	CCc1nc(NCCCN2CCOCC2)c2oc3ccccc3c2n1	i	2%	?	-1%	-0.3%	1.2%[57.5 µM]	0.5%	0%	-6%	i	-7%
11	COc1ccc(C2CC(c3ccc(Cl)cc3)Nc3nc(NC(=O)c4ccco4)nn32)cc1 (configuration not stated)	i	2%	-19%	51%[activator]	1.1%	-2.9%[0.369 µM]	1.6%	.	-4%	i	-3%
12	CCn1c(CC(=O)Nc2cccc(OC)c2)nnc1SCC(=O)Nc1nccs1	i	-3%	?	-8%	-1.5%	-0.6%	-1.6%	-4%	-8%	i	5%
13	CC(C)CCNC(=O)NC(=O)CN1C(=O)NC2(CCCCC2)C1=O	i	1%	?	-4%	1.1%	1.6%	-1.5%	0%	-2%	i	7%
14	O=C1C(=O)N(CCO)C(c2cccc(F)c2)/C1=C(\O)c1ccc(Cl)cc1 (configuration not stated)	i	2%	-6%	68%[activator]	-2.0%	-0.1%	-0.8%	2%	0%	i	1%
15	CCCC/C=C/C(NC(=O)CCc1ccccc1)c1ccccc1 (configuration not stated)	.	.	-9%	.	-2.4%	1.6%	-2.3%	.	?	.	-10%
16	CN(CCO)Cc1ncccc1O	i	10%[9.22 µM]	-9%[7.6 µM]	5%[11.4 µM]	-0.6%[15.4 µM]	0.6%[9.22 µM]	-2.3%[15.4 µM]	-2%[9.17 µM]	-5%[11 µM]	i	-9%[11.4 µM]
17	CC(=O)C=NCC(=O)O	i	0%[9.22 µM]	-2%[7.6 µM]	-1%[11.4 µM]	0.6%[15.4 µM]	4.6%[9.22 µM]	2.0%[15.4 µM]	0%[9.17 µM]	0%[11 µM]	i	-9%[11.4 µM]
18	COC(=O)C1=C(C)N=C2SCCC(=O)N2C1c1ccc(C(=O)OC)cc1 (configuration not stated)	i	0%	2%	-3%	-1.1%	2.7%	1.5%	3%	-6%	i	-4%
19	CCc1n[nH]c2c1C(=O)CC(C)(C)C2	i	-1%	6%	-5%	0.3%	1.3%	-4.8%	0%	1%	i	-4%
20	C=CCOC(=O)CCC(=O)Nc1cccc2ccccc12	.	-3%	2%	-6%	-1.3%	1.7%	-2.7%	-6%	-2%	.	-6%
21	COC(=O)C1=C(C)N=c2s/c(=C3\C(=O)Nc4ccccc43)c(=O)n2C1c1ccccc1 (configuration not stated)	.	.	?	-24%	0.5%	-0.5%	6.3%	12%	0%	.	-1%
22	CC12CN3CC(C)(CN(C1)C3c1ccc3c(c1)OCO3)C2=O (configuration not stated)	i	4%	-3%	3%	0.3%	-0.5%	-4.4%	-3%	1%	i	-3%
23	O=C(NC1(C(F)(F)F)NC(=O)N(Cc2ccco2)C1=O)c1cccs1 (configuration not stated)	?	0%	-1%	3%	-0.6%	-0.2%[57.5 µM]	-1.5%	1%	-3%	?	-5%
24	Cc1cc(C(F)F)n2nc(C(=O)Nc3ccc(F)cc3F)nc2n1	i	3%	-5%	11%	-0.1%	0.3%	1.3%	-2%	-1%	i	-1%
25	CCOC(=O)/C=C1\SCC(=O)N1CCOc1cccc(Br)c1	i	0%	4%	-16%	-1.4%	-3.5%	26%	3%	12%	i	0%
26	Cn1ncc2c(Nc3cccc(Cl)c3)nc(Nc3cccc(Cl)c3)nc21	i	0%[9.22 µM]	-1%[7.6 µM]	-6%[11.4 µM]	-1.8%[15.4 µM]	3.0%[9.22 µM]	-0.4%[15.4 µM]	-4%[9.17 µM]	1%[11 µM]	i	-7%[11.4 µM]
27	COc1cccc(Nc2ncc3nc(-c4ccc(F)cc4)c(=O)n(C[C@H]4CCCO4)c3n2)c1	i	-3%[9.22 µM]	?	-2%	0.1%	2.0%	0.6%	-1%	0%	i	-7%
28	Cc1cc(SCC(=O)c2ccccc2)nc(C)n1	i	0%	4%	-24%	-2.0%	6.4%[0.369 µM]	0.6%	.	2%	i	-11%
29	C(CCc1nnc2c(n1)CCCC2)Cc1nnc2c(n1)CCCC2	i	-6%[9.22 µM]	4%[7.6 µM]	6%[11.4 µM]	-0.2%[15.4 µM]	2.8%[9.22 µM]	-1.5%[15.4 µM]	0%[9.17 µM]	-5%[11 µM]	i	-10%[11.4 µM]
30	CNC(=O)NC(=O)CSc1nc2cc(C(=O)OC)ccc2c(=O)n1-c1ccccc1	?	2%	?	10%	1.4%	-1.5%	-2.9%	-3%	-2%	?	-2%
31	O=c1c(/C=N/O)c(Nc2ccccc2)nc2ccccn12	.	0%	?	?	-0.2%	-0.2%[9.22 µM]	-3.8%	2%	-1%	.	-3%
32	CC(N)=NCCCC[C@H](N)C(=O)O	i	0%&0%	?	-16%[25.6 µM]	-1.8%&-1.3%	2.6%	-2.2%&-2.1%	1%&3%	3%&0%	i	-5%&3%
33	Cc1c(O)nc(SC2CC(=O)N(c3ccccc3)C2=O)[nH]c1=O (configuration not stated)	i	-3%	-2%	3%	-0.2%	5.6%	1.2%	6%	-2%	i	-5%
34	CC(=O)Nc1nonc1-c1ccccc1	.	0%	-3%	6%	0.3%	3.0%	0.0%	-1%	0%	.	-4%
35	Cc1cc(C)nc(NS(=O)(=O)c2ccc(NC(=O)c3ccc4c(c3)OCO4)cc2)n1	.	-2%	?	-13%[11.4 µM]	-0.2%	-1.6%[0.0738 µM]	-2.5%	?	-2%[11 µM]	.	-2%[11.4 µM]
36	Cc1ccc(-n2c(=O)c3sccc3n(CC(=O)N3CCCC3)c2=O)cc1	i	4%	?	4%	-1.1%	-2.9%	-1.5%	-5%	2%	i	2%
37	CCOC(=O)N1CCC(NC(=O)c2ccc3c(=O)n4c(nc3c2)CCCC4)CC1	i	4%	20%	15%	1.1%	10%[0.369 µM]	0.0%	4%	0%	i	-2%
38	Cc1cnc(NC(=O)CSc2nnc(-c3cccs3)n2C)s1	i	2%	-2%	6%	1.4%	.	-1.4%	5%	-4%	i	-6%
39	Cc1ccc(C)c(CN2C(=O)C(C)Oc3ccc(C)cc32)c1 (configuration not stated)	i	-2%	10%	1%	-1.4%	.	-2.5%	2%	2%	i	1%

Rows are unselected. Share with any hit: about 12%.
